Compound activity from PubChem BioAssay.
aSyn tox rescue = qHTS of alpha-syn Inhibitors: NCGC Sytravon Library Screen; S. cerevisiae alpha-synuclein toxicity rescue, BacTiter-Glo growth, 24 h; Potency, µM (titrated, usually from 46.1 µM), for inactives: at the highest dose growth rescue (activation), usual class: activators; actives 0.02% (n = 94,000); AID 1347070, 2019; active = well fitted activation curve with a large enough effect; inconclusive = small, poorly fitted or top-dose-only effect; note: 0% is about no effect
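Growth restoration measured by BacTiter-Glo luminescence after 24 hr at 30 deg C; alpha-synuclein yeast, raffinose-pregrown to mid-log, were added at OD600=0.02 in galactose medium onto pinned compounds.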
* = called active by the depositor; ? = inconclusive; & = joins results of further samples; [ ] = dose if it differs, or a comment. Potency is the fitted concentration of half-maximal effect.

SMILES	aSyn tox rescue
CCn1c(=O)cc(SCC(=O)NCc2ccc(C)cc2)c2ccccc21	-0.3%
COc1cccc(NC(CNS(=O)(=O)c2ccc(C)cc2)c2ccccc2)c1 (stereo unspecified)	?
COc1cccc(CNC(=O)Cn2c(=O)nc(-c3ccccc3F)c3cc(Cl)ccc32)c1	2.2%
CC(=O)Nc1ccc(-c2nnc(SCC(=O)c3ccc([N+](=O)[O-])cc3)o2)cc1	7.8%
Cc1ccccc1NC(=O)Cn1c(=O)n(CCc2ccccc2)c(=O)c2sc3ccccc3c21	-4.1%
COC(=O)c1cc(NC(=O)CN(c2ccccc2)S(=O)(=O)N(C)C)ccc1Cl	4.3%
CCCc1cc(=O)[nH]c2nnc(SCC(=O)Nc3nnc(CC)s3)n12	-6.8%
CC(=O)c1ccc(N2CCN(C(=O)/C=C/c3ccc(S(=O)(=O)N4CCOCC4)cc3)CC2)cc1	-0.7%
COc1ccccc1NS(=O)(=O)c1ccc(C(=O)NCCCN2CCOCC2)cc1	-8.2%
CN(Cc1ccc(OC(F)F)cc1)C(=O)c1cccc(S(=O)(=O)N2CCN(Cc3ccccc3)CC2)c1	0.7%
CSc1ccc(CCNC(=O)CN2C(=O)c3cccnc3Oc3ccc(Cl)cc32)cc1	-8.6%
Cc1ccc(OCCNC(=O)CN2C(=O)NC3(CCCC3)C2=O)cc1	-6.0%
O=C(CSC1=NS(=O)(=O)c2cc(F)ccc2N1)NCCc1ccccc1	-10.4%
CCc1nnc(NC(=O)CSc2nccn2-c2ccc(OC)cc2)s1	-7.9%
NC(=O)c1c(-c2ccc(Cl)cc2Cl)csc1NC(=O)Cc1ccccc1	-5.4%
COc1cc(C2c3c(-c4ccc(C)cc4)n[nH]c3C(=O)N2c2ccc(F)cc2)ccc1O (stereo unspecified)	-5.0%
CCOC(=O)c1c(C)oc2nc(C)nc(NCc3ccc(OC)cc3OC)c12	11.6%
CC(=O)c1c(C)[nH]c(C(=O)Nc2ccc(N3CCCCCC3)cc2)c1C	12.9%
CCOC(=O)N1CCN(C(=O)c2cccc(S(=O)(=O)Nc3ccc(Br)cc3)c2)CC1	-2.9%
Cc1cccnc1NC(=O)c1ccc(S(=O)(=O)NCc2ccco2)cc1	-2.5%
COc1ccc(-c2cc(C(=O)Nc3ccc(C#N)cc3)no2)cc1	-1.3%
CCNC(=S)N1CCN(CCN2C(=O)c3cccc4cccc(c34)C2=O)CC1	3.2%
CCN1CCN(c2nc3ccccn3c(=O)c2/C=C(\C#N)S(=O)(=O)c2ccccc2)CC1	-2.5%
CCOc1ccc(NC(=O)c2cnc(N3CCCC3)nc2C)cc1	-6.0%
COc1ccc(CCNC(=O)C(=O)NCC2CCCN2S(=O)(=O)c2ccccc2)cc1 (stereo unspecified)	-10.1%
CCc1ccc(NC(=O)C(=O)NCCc2sc(-c3ccc(OC)c(OC)c3)nc2C)cc1	8.8%
Cn1cc(S(=O)(=O)c2ccccc2)c(=O)c2cc(F)c(N3CCCCC3)cc21	1.1%
O=C(Nc1ccccc1)Nc1ccc(Cl)nc1Cl	1.6%
CC(=O)NCCNc1nc2c(-c3cccc(C)c3)nnn2c2ccc(Cl)cc12	-9.1%
COc1ccc(NC(=S)N2CCC(c3ccc(C)cc3)C2)cc1 (stereo unspecified)	-6.0%
Cc1ccccc1CNC(=O)C(=O)NCC(c1ccc2c(c1)OCO2)N1CCOCC1 (stereo unspecified)	2.2%
CC1CC(Nc2ccccc2)=NC1(C)C (stereo unspecified)	-13.4%
COc1cccc(NC(=O)CSc2nnc3[nH]c(=O)cc(-c4ccccc4)n23)c1	-1.5%
CSc1ncc(Cl)c(C(=O)Nc2ccc(S(=O)(=O)N3CCC(C)CC3)cc2)n1	-8.0%
CCOc1ccc(NC(=O)CCS(=O)(=O)c2ccc3c(c2)n(C)c(=O)c(=O)n3C)cc1	1.6%
O=C(Cc1cccc([N+](=O)[O-])c1)NCc1nc2cccnc2n1Cc1ccc(F)cc1	-13.6%
Cc1ccc2cccc(NC(=O)C(C)Oc3ccc(Cl)cc3Cl)c2n1 (stereo unspecified)	-11.6%
CC(C)CNC(=O)c1cc(=O)[nH]c2ccc(S(=O)(=O)Nc3ccc(F)cc3)cc12	-2.7%
CC(C)C1C(=O)N(Cc2cn(CCC3OCCCO3)nn2)CCS(=O)(=O)N1Cc1ccc(-c2ccc(Cl)nc2)cc1 (stereo unspecified)	-4.2%
O=C(NCc1ccccc1CN1CCCC1)c1ccc(S(=O)(=O)Nc2ccccc2F)cc1	2.1%
CC(NS(=O)(=O)c1ccc2c(c1)CC(=O)N2C)c1ccccc1 (stereo unspecified)	-42.7%[inhibitor]
COc1ccc(-c2cnc(C)o2)cc1S(=O)(=O)Nc1ccc(NC(C)=O)cc1	2.7%
CC(C)N=C1NN=C(c2cccs2)C(CC(=O)O)S1 (stereo unspecified)	-1.7%
O=[N+]([O-])c1cc2c(c([N+](=O)[O-])c1)Nc1ccccc1O2	-13.0%
CCC(=O)N1CCc2cc(CNS(=O)(=O)c3ccc(Br)s3)ccc21	9.9%
Cc1cc(C)c(/C=C/c2onc(C)c2S(=O)(=O)N2CCC(C(=O)N3CCN(c4ccccc4)CC3)CC2)c(C)c1	12.4%
O=C(CN(CC1CCCO1)C(=O)CNS(=O)(=O)c1ccc(F)cc1)NC1CCCCC1 (stereo unspecified)	-2.9%
O=C(c1ccc(S(=O)(=O)Nc2ccccc2F)cc1)N1CCCC1	8.7%
Cc1cc(C)n2c(SCC(=O)Nc3ccc(F)cc3)nnc2n1	0.4%
O=C(c1ccc2ccccc2c1)N1CCOCC1	-6.0%
COc1ccc(S(=O)(=O)N2CCOCC2)cc1NC(=O)CN1CCN(C)CC1	-3.2%
Cc1c(NC(=O)Cc2ccc(Cl)cc2)cccc1-c1nc2cccnc2s1	-11.9%
CCc1ccc(Nc2cnn(C34CC5CC(CC(CC(=O)O)(C5)C3)C4)c(=O)c2Cl)cc1	2.9%
CC(=O)c1ccc(N2CCN(C(=O)CCCn3c(=O)[nH]c4ccsc4c3=O)CC2)cc1	-3.6%&2.6%
CC(C)CC1NC(=O)c2cc3ccccc3cc2-n2c1nc1cc(Cl)ccc1c2=O (stereo unspecified)	6.3%
O=C(NC1CC(=O)N(c2ccccc2)C1)c1cccs1 (stereo unspecified)	4.3%
CCCCn1c(=O)[nH]c(=O)c2c1nc(-c1ccc([N+](=O)[O-])cc1)n2CC	9.4%
NC(=O)c1nsc(C(=O)N(c2ccccc2)C(C(=O)NCc2ccc(F)cc2)c2ccco2)c1N (stereo unspecified)	2.3%
CC(C)CCn1nc(C(=O)OCC(=O)NC(C)c2ccccc2)c2ccccc2c1=O (stereo unspecified)	-6.1%
O=C(Nc1ccccc1CC[N+](=O)[O-])N1CCN(c2ccccc2)CC1	3.6%

Overlap with the part before: 6 entries, followed by the next part.
SMILES	aSyn tox rescue
CC(C)CC1NC(=O)c2cc3ccccc3cc2-n2c1nc1cc(Cl)ccc1c2=O (stereo unspecified)	6.3%
O=C(NC1CC(=O)N(c2ccccc2)C1)c1cccs1 (stereo unspecified)	4.3%
CCCCn1c(=O)[nH]c(=O)c2c1nc(-c1ccc([N+](=O)[O-])cc1)n2CC	9.4%
NC(=O)c1nsc(C(=O)N(c2ccccc2)C(C(=O)NCc2ccc(F)cc2)c2ccco2)c1N (stereo unspecified)	2.3%
CC(C)CCn1nc(C(=O)OCC(=O)NC(C)c2ccccc2)c2ccccc2c1=O (stereo unspecified)	-6.1%
O=C(Nc1ccccc1CC[N+](=O)[O-])N1CCN(c2ccccc2)CC1	3.6%
CCC(C)NC(=S)Nc1ccccc1 (stereo unspecified)	13.9%
Cc1ccc(CCNC(=O)Cn2ncc3c([nH]c4ccc(C)cc43)c2=O)cc1	-3.3%
Cc1nn(C(=O)c2ccccc2F)c(C)c1S(=O)(=O)N1CCCCCC1	0.1%
O=C(COC(=O)C1C2CC3OC(=O)C1C3C2)Nc1ccc(Br)cc1 (stereo unspecified)	6.2%
CCCc1cnc2c(c1SCC(=O)Nc1cccc(C)c1C)c(=O)n(C)c(=O)n2C	-6.5%
CCC(=O)OCc1cnc(C)c2oc(=O)c(C(=O)Nc3ccc(CC)cc3)cc12	-4.1%
S=C1SCN(Cc2ccco2)CN1Cc1ccco1	-26.8%
CC1CCc2c(sc(NC(=O)c3cc(-c4cccc(Cl)c4)on3)c2C(N)=O)C1 (stereo unspecified)	-3.3%
Cc1ccc2nc(SC(Cc3cc(Cl)ccc3Cl)C(=O)O)[nH]c2c1 (stereo unspecified)	0.7%
CC[n+]1ccc(/C=C2\Sc3ccccc3N2CCCS(=O)(=O)[O-])c2ccccc21	6.3%
CCOc1ccccc1NC(=O)Cn1nc(N2CCN(c3ccccc3)CC2)ccc1=O	4.7%
CCN(c1ccc(OC)cc1)S(=O)(=O)c1nnc(NC(=O)c2ccccc2Cl)s1	-17.0%
CCOc1ccc(C(=O)c2cn(CC(=O)Nc3ccc4c(c3)OCCO4)c3ccc(OC)cc3c2=O)cc1	-3.5%
CC1CCCCN1C(=S)Nc1ccc(S(=O)(=O)N2CCCCC2)cc1 (stereo unspecified)	-1.1%
CC(Nc1nc(C(F)(F)F)nc2ccccc12)c1cccs1 (stereo unspecified)	-25.6%
Cc1ccc(S(=O)(=O)N(CC(=O)NC2CC3CCC2C3)c2ccccc2)cc1 (stereo unspecified)	6.1%
COC(=O)c1[nH]c2c(c1C)C(=O)CC(c1cc(OC)ccc1OC)C2 (stereo unspecified)	9.4%
C[C@H]1CN([C@@H](C)CO)C(=O)CCCn2nncc2CO[C@H]1CN(C)C(=O)c1ccccc1	-6.5%
COc1cccc(NC(=O)Nc2ccc(C)c(Cl)c2)c1	0.7%
c1ccc(COc2cccc(CNCc3cccnc3)c2)cc1	-10.8%
COc1cccc(NC(=O)Cn2nc(C)c3c(C)n(-c4ccccc4)nc3c2=O)c1	-5.4%
COCCn1c(C(F)(F)F)ccc(NC(=O)c2ccccc2)c1=O	-42.7%[inhibitor]
CCn1c2ccccc2c2cc(CN3CCN(Cc4ccccc4C)CC3)ccc21	-20.7%
COCC(CN1CCN(C2=NS(=O)(=O)c3ccccc32)CC1)OC(=O)c1ccccc1 (stereo unspecified)	-8.5%
O=C(COC(=O)c1cccc(Cl)c1Cl)NC1CCCCCC1	-5.6%
CCCCNC(=O)CN1C(=O)COc2ccc(S(=O)(=O)N3CCCC3)cc21	-3.6%
CCOC(=O)c1cccc(NC(=O)N2CC(CC)Sc3ccccc32)c1 (stereo unspecified)	-16.3%
CCOc1ccc(NC(=O)CCC(=O)Nc2cc(OC)c(NC(=O)c3ccco3)cc2OC)cc1	-5.9%
CCOc1cc(C2C(C(=O)OC)=C(C)NC3=C2C(=O)c2ccccc23)c(Br)cc1OC (stereo unspecified)	5.3%
COC(=O)c1cccc(-n2c(CCC(=O)O)ccc2-c2ccc(OC)cc2)c1	8.6%
CCc1ccc2ncc3c(-c4ccc(C)cc4)nn(CC(=O)Nc4ccc(C)cc4)c3c2c1	-0.7%
Clc1ccc2nc(N3CCCCC3)sc2c1	1.8%
CCOc1ccc(C(=O)CCC(=O)NCC(=O)Nc2ccc(F)c(F)c2F)cc1	7.6%
CCOC(=O)c1cc(-c2sc(NC(=O)c3ccccc3)nc2C)n(Cc2ccccc2)n1	13.5%
CN(Cc1ccc(F)cc1)Cc1nc(-c2cnccn2)no1	4.1%
O=C(c1ccc(C(F)(F)F)cc1)N1CCC(c2nc(-c3ccc(S(=O)(=O)N4CCCC4)cc3)no2)CC1	0.1%
COc1ccc(C(=O)N/C(=C\c2cccc([N+](=O)[O-])c2)C(=O)Nc2cccc(C(=O)O)c2)cc1	-1.1%
CC1CCN(C(=O)c2cc3c(=O)n(C)c4cc(Cl)ccc4c3s2)CC1	-10.2%
CC(=O)Nc1cccc(Oc2ncccc2[N+](=O)[O-])c1	-0.4%
COc1ccc(NC(=O)Nc2nnc(N3CCCCCC3)s2)cc1	3.1%
COc1ccc(S(=O)(=O)N(C)C[C@@H]2OCCCC[C@@H](C)Oc3ccc(NC(=O)NC(C)C)cc3C(=O)N([C@H](C)CO)C[C@@H]2C)cc1	9.8%
CC(NC(=O)Cn1ccc2cc(S(=O)(=O)N3CCCCCC3)ccc21)c1ccccc1 (stereo unspecified)	-1.5%
Cc1ccccc1NC(=O)C1Cc2ccccc2CN1C(=O)c1ccco1 (stereo unspecified)	3.5%
CCN(CC(=O)NCc1cccs1)C(=O)/C=C/c1cc(OC)c(OC)c(OC)c1	-0.1%
Cc1cc(NC(=O)Nc2nnc(N3CCCCC3)s2)ccc1Br	-2.2%
Cc1ccc(C(=O)NCC(=O)OCC(=O)c2ccc(Cl)s2)cc1	4.2%
CN1CC(=O)N(CC(=O)Nc2ccc(OC(F)(F)F)cc2)c2ccccc2C1=O	-2.0%
N#Cc1ccc(CN2CCN(C(=O)CNC(=O)Cc3cccc4ccccc34)CC2)cc1	7.1%
Cc1ccc2nc(-c3ccc(Cl)cc3)cc(C(=O)OCC(=O)c3ccccc3)c2c1	7.7%
Cc1nc2nc(C)c(CCC(=O)NCCc3ccccc3)c(C)n2n1	0.0%
Cc1ccc(NC(=O)COc2ccccc2CNC(C)(C)CC(C)(C)C)cc1	-6.3%
Cc1ccc(Cl)cc1NC(=O)CSc1nc2ccccc2nc1Cc1ccccc1	-3.1%

Six entries picked at random from those above:
SMILES	aSyn tox rescue
Cc1ccc(NC(=O)COc2ccccc2CNC(C)(C)CC(C)(C)C)cc1	-6.3%
CN1CC(=O)N(CC(=O)Nc2ccc(OC(F)(F)F)cc2)c2ccccc2C1=O	-2.0%
Cc1nc2nc(C)c(CCC(=O)NCCc3ccccc3)c(C)n2n1	0.0%
CCN(CC(=O)NCc1cccs1)C(=O)/C=C/c1cc(OC)c(OC)c(OC)c1	-0.1%
Cc1ccc(C(=O)NCC(=O)OCC(=O)c2ccc(Cl)s2)cc1	4.2%
Cc1cc(NC(=O)Nc2nnc(N3CCCCC3)s2)ccc1Br	-2.2%

This is a subset (hit frequency here may not be typical).
